Screening data deposited in PubChem BioAssay by Broad Institute.
RAD52 inh = RAD52 (human) annealing inhibition; P43351; recombinant RAD52 DNA annealing, FRET fluorescence; inhibition, % at 18.7 µM; hit rate 0.46% among 360,000;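 active means every replicate showing at least 50% inhibition; inconclusive means mean inhibition at least 50% but not in every replicate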
Target sequence (P43351 whole entry, looked up): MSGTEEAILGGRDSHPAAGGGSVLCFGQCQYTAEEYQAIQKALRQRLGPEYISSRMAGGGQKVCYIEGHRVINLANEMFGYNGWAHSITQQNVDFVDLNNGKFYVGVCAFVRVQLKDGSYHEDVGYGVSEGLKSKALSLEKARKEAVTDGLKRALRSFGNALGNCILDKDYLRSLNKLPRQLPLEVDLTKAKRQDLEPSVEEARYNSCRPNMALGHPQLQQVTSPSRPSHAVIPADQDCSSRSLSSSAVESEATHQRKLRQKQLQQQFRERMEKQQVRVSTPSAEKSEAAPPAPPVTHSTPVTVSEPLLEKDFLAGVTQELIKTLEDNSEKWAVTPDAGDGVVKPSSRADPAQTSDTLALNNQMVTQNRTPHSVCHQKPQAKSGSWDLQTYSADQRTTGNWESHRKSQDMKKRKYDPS
E-selectin induc = induces E-selectin expression in human endothelial cells; hit rate 0.37% among 260,000; HUVEC E-selectin immunofluorescence imaging; normalized: neutral wells 0, TNF-alpha wells 100; P16581; activation, % at 7.58 µM; AID 686992;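 active means mean E-selectin-positive cell signal at least 10% of the positive control, reached in at least 60% of replicates, without over 20% cell loss; inconclusive means no rule given, readout overlaps actives, possibly toxicity-flagged; inactive means the rest, including those meeting only one limit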;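 further: in these data hits start at about 27%; measured in HUVEC primary endothelial cells; signal is the percent of cells scored E-selectin positive by PE staining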
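Read-out: % PE-positive cells | Test system: HUVEC | Doses: One compound dose added by pin transfer | Buffer or medium: EGM-2 over gelatin coat | Signal: Immunofluorescence imaging | Benchmarks: TNF-alpha, DMSO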
PglD DTNB = blocks C. jejuni PglD acetyltransferase activity | purified PglD enzyme, DTNB colorimetric CoA detection | inhibition, % at 12.5 µM | hit rate 0.098% among 360,000; in the data active means inhibition above about 16%, passing the limit was not always enough; inconclusive means no clear call, values can overlap the other calls; further: strong numbers were not always called active
RAD54 inh = RAD54 (human) branch migration inhibition. Q92698. RAD54 Holliday junction branch migration, FAM/BHQ fluorescence. inhibition, % at 10.4 µM. hit rate 0.14% among 360,000. AID 602329;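 active means mean normalized replicate activity at least 40 and at least half of replicates scoring 40 or more; inconclusive means only one of the two criteria met; inactive means mean below 40 and under half of replicates reaching 40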;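 further: 0% = median of neutral control wells and 100% = median of positive control wells; inhibitors cause a drop in the FAM fluorescence signal; in these data hits start at about 50%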
esBAF inh = SWI/SNF esBAF complex inhibition. mouse ES cells, Bmi1-luciferase knock-in reporter, 24 h; 100% = twice the neutral-well signal. reporter increase, % at 12.5 µM. hit rate 2% among 350,000. AID 602393; in the data active means activation above about 40%; inconclusive means no clear call, values can overlap the other calls;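 further: 0% = median of the plate's neutral control wells and 100% = double that signal; a rise in the Bmi1 reporter signal indicates esBAF inhibition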
CASP6 VEID inh = inhibitors of human caspase-6. purified caspase-6, Z-VEID-R110 cleavage fluorescence. inhibition, % at 12.5 µM. hit rate 0.53% among 350,000. AID 686996;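 active means mean inhibition across replicates at least about 35%, with every replicate also reaching that limit, limit read from the data; inconclusive means only one of the two criteria met; inactive means neither criterion met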;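 further: 0% = median of neutral control wells and 100% = no fluorescence left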
ERp5 block = blocks human ERp5 reductase activity on insulin | Q15084 | ERp5 insulin aggregation, absorbance 650 nm, 90 min | inhibition, % at 9.99 µM | hit rate 0.05% among 350,000;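 active means mean replicate inhibition above about 25%, with every replicate also reaching it, limit read from the data, passing the limit was not always enough; inconclusive means only one of those two criteria met; inactive means neither criterion met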
Target sequence (Q15084 whole entry, looked up): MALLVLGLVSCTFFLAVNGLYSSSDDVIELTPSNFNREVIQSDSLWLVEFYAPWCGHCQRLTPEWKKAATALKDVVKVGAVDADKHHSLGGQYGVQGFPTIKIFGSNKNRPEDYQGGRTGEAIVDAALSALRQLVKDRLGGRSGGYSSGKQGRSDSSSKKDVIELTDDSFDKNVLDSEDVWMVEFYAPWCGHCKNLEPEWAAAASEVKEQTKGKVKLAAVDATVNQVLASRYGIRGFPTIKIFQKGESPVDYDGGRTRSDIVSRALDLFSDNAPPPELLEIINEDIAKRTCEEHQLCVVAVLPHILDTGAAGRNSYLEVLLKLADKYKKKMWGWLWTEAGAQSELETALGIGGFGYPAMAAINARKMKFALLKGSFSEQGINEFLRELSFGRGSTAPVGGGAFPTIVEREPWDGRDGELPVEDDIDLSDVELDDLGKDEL
ARNT-TACC3 inh = disrupts binding between human ARNT and TACC3; AlphaScreen His-ARNT PAS-B/GST-TACC3 binding, luminescence; TACC3 fragment carries E629A point mutation; hit rate 0.66% among 390,000; Q9Y6A5; inhibition, % at 9.99 µM; AID 623870;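 active means mean inhibition of replicates at least 50% and at least half of replicates each reaching 50%; inconclusive means half or more replicates reach 50% but mean below 50%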;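 further: 0% = complete ARNT plus TACC3 wells and 100% = ARNT alone without TACC3; many hits fall short of the cut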
* = called active by the depositor; ? = inconclusive; . = not tested or not shown.

SMILES	RAD52 inh	E-selectin induc	PglD DTNB	RAD54 inh	esBAF inh	CASP6 VEID inh	ERp5 block	ARNT-TACC3 inh
CSc1ccc(Cl)c(C(=O)Nc2ccc(OCC(N)=O)cc2)c1	.	.	4	8	-8	.	.	-3
O=C(N[C@@H]1C=C[C@H](CC(=O)N2CCOCC2)O[C@H]1CO)c1ccc2c(c1)OCO2	-11	0.4	-2	2	1	-1	-2	4
Cc1[nH]n(-c2ccccc2)c(=O)c1C=Nc1cccc(F)c1	-11	.	1	-13	.	-2	9	4
C[C@@H]1CN([C@H](C)CO)S(=O)(=O)c2ccc(C#CC3CC3)cc2O[C@H]1CN(C)C(=O)c1cccc(F)c1	0	0.3	-2	3	0	-7	-1	6
CC(=O)NC(c1ccccc1)c1nc(-c2cccc(C(C)C)c2)cs1 (centres undefined)	-18	0.1	-4	-8	-2	-1	-3	.
COc1ccc(C(C)(O)c2nc(-c3ccc4ccccc4c3)cs2)cc1 (centres undefined)	11	-0.3	1	-5	-6	-3	-5	.
COc1cc(CCC(N)c2cccc(O)c2)cc(OC)c1OC (centres undefined)	-41	0.0	.	.	.	1	-4	-1
COc1cccc(NC(=O)Nc2ccc3c(c2)C(=O)N(C)C[C@@H](OC)[C@H](C)CN(CC2CC2)[C@H](C)CO3)c1	58*	0.2	7	9	-2	-1	1	0
CC(=O)Nc1ccc(S(=O)(=O)Oc2ccc(/C=C3\SC(N)=NC3=O)cc2)cc1	-17	.	.	.	.	-1	-4	-4
CCN(CC)c1ccc(/C=C/C(=O)c2cccnc2)cc1	3	-0.2	1	0	-5	-3	1	14
O=C(COC(=O)/C=C/c1cccc(Cl)c1)NCCc1ccccc1	4	-2.4	.	.	.	0	-2	-7
CO[C@@H]1CN(C)C(=O)c2ccc(NC(=O)C3CCCC3)cc2OC[C@@H](C)N(C)C[C@@H]1C	-4	0.0	-2	-10	2	0	2	-6
O=C(CSc1nnc(NC(=O)C2CC(=O)N(c3ccccc3)C2)s1)NC1CCCC1 (centres undefined)	-8	0.6	-4	3	0	7	1	0
C[C@@H]1CN([C@H](C)CO)C(=O)c2cc(NC(=O)CCCCCC(=O)Nc3ccccc3N)ccc2O[C@@H](C)CCCCO[C@@H]1CN(C)C(=O)C1CCCCC1	2	-0.2	-6	-1	-1	-2	0	24
CN1CCN(C(=O)C[C@@H]2CC[C@@H]3[C@H](COc4ccc(NC(=O)c5cscn5)cc4C(=O)N3C)O2)CC1	-5	-0.1	0	-3	-2	1	-3	-2
c1ccc(SSc2ccccc2)cc1	-3	-0.1	4	-8	-1	-1	4	-8
COC(=O)Cn1cnc2c(cnn2-c2ccccc2)c1=O	-12	2.9	.	.	.	4	0	-5
COc1ccc(CN2CCN(C(=O)CCC(=O)Nc3nnc(C(C)C)s3)CC2)cc1F	-7	1.8	2	-2	-6	2	-5	2
COc1ccc(/C(C)=N/NC(=O)CNC(=O)/C=C/c2ccccc2OC)cc1	6	.	-4	4	-1	4	1	4
O=C(Nc1ccccc1F)N[C@@H]1CC[C@@H](CCNC(=O)C2CCCCC2)O[C@@H]1CO	13	-0.3	13	-5	-13	0	1	-7
COC(=O)C[C@H]1C[C@H]2c3cc(NC(=O)c4ccc5c(c4)OCO5)ccc3O[C@H]2[C@H](CO)O1	5	1.2	-3	-5	8	2	-4	.
Cc1ccc(S(=O)(=O)N2CCN(C)CC2)cc1-c1nnc2c3ccccc3c(C)nn12	.	.	-3	-6	-1	.	.	-2
COc1ccc(NC(=O)c2cccnc2Cl)c(S(=O)(=O)N2CCOCC2)c1	.	.	-3	1	11	.	.	-2
CCC(=O)NC[C@H]1[C@H](c2ccc(C3=CCCC3)cc2)[C@H](CO)N1C(C)=O	-5	-0.3	0	0	-2	1	-7	-2
CN(C)S(=O)(=O)c1cccc(NC(=O)COC(=O)C2CCN(C(=O)c3ccc(F)cc3)CC2)c1	0	-0.2	0	-2	-4	2	3	1
C=CCNC(=O)c1ccc(OC2CCN(S(=O)(=O)N(C)C)CC2)cc1	-3	-1.5	7	8	.	0	2	-5
COc1ccc(Nc2nc(OC)nc(N3CCOCC3)n2)cc1	-8	3.7	-1	6	-11	3	3	-3
CO[C@@H]1CN(C)C(=O)c2cc(NC(C)=O)ccc2OC[C@H](C)N(Cc2nccs2)C[C@H]1C	-10	0.0	0	-9	-8	.	1	2
COc1ccc(-c2nnc3ccc(SCC(=O)N4CCN(c5ccccc5)CC4)nn23)cc1	-28	.	-1	-7	-3	-2	6	-3
Cc1ccc2nc(-c3ccccn3)cc(C(=O)NCCc3ccc(F)cc3)c2c1	-10	-0.8	-8	-4	-1	2	-5	.

Structures above that contain a Cl atom (3):
SMILES	RAD52 inh	E-selectin induc	PglD DTNB	RAD54 inh	esBAF inh	CASP6 VEID inh	ERp5 block	ARNT-TACC3 inh
CSc1ccc(Cl)c(C(=O)Nc2ccc(OCC(N)=O)cc2)c1	.	.	4	8	-8	.	.	-3
O=C(COC(=O)/C=C/c1cccc(Cl)c1)NCCc1ccccc1	4	-2.4	.	.	.	0	-2	-7
COc1ccc(NC(=O)c2cccnc2Cl)c(S(=O)(=O)N2CCOCC2)c1	.	.	-3	1	11	.	.	-2

(continued)
SMILES	RAD52 inh	E-selectin induc	PglD DTNB	RAD54 inh	esBAF inh	CASP6 VEID inh	ERp5 block	ARNT-TACC3 inh
Cc1cc(C(=O)NNC(=S)NCc2ccccc2)no1	-21	-0.1	-2	-14	-3	-3	-9	5
CC1CCCN(c2nc3ccccc3nc2C(C#N)S(=O)(=O)c2cccs2)C1 (centres undefined)	.	.	-3	-16	2	.	.	-4
C#CCCc1cscc1/C=[N+](\[O-])c1ccc(C(=O)OCC)cc1	-28	3.2	2	4	62*	.	1	0
Cn1cc(C(=O)c2ccc(Cl)cc2Cl)cc1C(=O)NN	-3	.	-1	6	-12	2	1	11
CC1(C)N(OCc2ccccc2)C(=O)C(=O)N(OCc2ccccc2)C1(C)C	.	.	0	-7	-4	.	.	-4
CS(=O)(=O)c1ccc(NC(=O)c2ccccc2-n2cnnn2)cc1	-1	4.7	3	4	2	2	-3	2
O=C(NNC(=O)c1cccc2ccccc12)c1ccc(F)cc1	3	0.1	3	5	3	1	-8	-5
COc1ccc(-c2cc(C)nc(SCC(=O)c3cccc([N+](=O)[O-])c3)n2)cc1	.	.	-1	-3	-5	.	.	-16
CCOC(=O)CCc1c(C)nc2cc(-c3ccc(Cl)cc3)[nH]n2c1=O	-4	.	4	-7	-6	-2	-4	.
O=C(Cn1cnc([N+](=O)[O-])n1)NCCO	-12	0.0	-10	1	-1	4	-5	.
O=C(C[C@H]1C(=O)N(C2CCCCC2)C[C@@H]1c1ccccc1)Nc1ccc(Br)cc1	-9	1.4	-3	9	-2	2	0	.
C[C@@H]1CN([C@@H](C)CO)C(=O)c2c(c3ccccc3n2C)-c2ccccc2CO[C@H]1CN(C)C(=O)c1ccc(F)cc1	2	0.0	-3	2	-1	5	1	-8
Cc1nnc(SCC(=O)c2c[nH]c3ccccc23)n1C1CC1	-12	0.9	-2	-2	6	-4	4	.
O=C(CC1Oc2ccc(Cl)cc2NC1=O)NC1CCCCCC1 (centres undefined)	-7	0.3	-4	0	-1	-1	7	.
COC(=O)C1=CO[C@@H](OC2OC(CO)C(O)C(O)C2O)[C@@H]2C(CO)=CC[C@H]12 (some centres undefined)	-9	0.0	2	-3	-47	-1	0	.
COc1ccccc1CCN1CCCC(CN(C)C(=O)CCC(=O)N(C)C)C1 (centres undefined)	-5	.	5	3	-5	-5	1	3
Nc1ccccc1Sc1c[nH]c2ccccc12	-9	.	2	-4	13	-2	8	3
O=c1[nH]c2ccc(NCc3ccccc3OCc3ccc(Cl)cc3)cc2[nH]1	-11	.	5	14	27	3	3	1
COc1ccc(/C=N/OC(=O)c2ccc(Cl)cc2)c(Cl)c1OC	7	-1.8	-3	-11	.	-2	1	.
Cc1nnc(NC(=O)CCn2cnc3ccccc3c2=O)s1	-13	1.8	.	.	.	6	-1	-8
CCC(CC)C(=O)N(C)c1c(C)nc2c(OCC3CCCCC3)cccn12	-13	0.1	-26	-9	1	5	2	.
C[C@H](CO)N1C[C@H](C)[C@@H](CN(C)C(=O)c2ccncc2)Oc2ncc(C3=CCCCC3)cc2C1=O	3	0.2	1	-5	-4	-3	4	2
CN(C(=O)c1cccc(NC(=O)Cc2cccc(NC(=O)C3CCN(C(=O)C4CCCC4)CC3)c2)c1)C1CCC1	-5	-0.1	-3	3	-3	4	2	-3
NS(=O)(=O)c1ccc(NC(=O)COC(=O)c2cccc(S(=O)(=O)N3CCCC3)c2)cc1	-19	3.0	2	6	-2	1	5	-5
O=C(NC1CCCCC1)[C@H]1[C@H](CO)[C@H]2Cn3c(cccc3=O)[C@H]2N1CCc1ccccc1	-6	0.0	-2	1	3	3	1	1
CCCSc1cc(=O)n(-c2ccc(F)cc2)nc1C(=O)OCC	-9	.	.	.	.	-1	8	-1
Cc1ccc(NC(=O)C2CCN(C(=O)c3ccc(F)cc3)CC2)nc1	-3	-0.3	-3	2	1	-4	-7	-3
COc1cccc(CC(NC(C)=O)C(=O)NC2CCN(c3ncccc3[N+](=O)[O-])CC2)c1 (centres undefined)	-13	-0.2	.	.	.	-2	?	.
C[C@@H]1CCCCO[C@H](CN(C)S(=O)(=O)c2ccccc2)[C@@H](C)CN([C@@H](C)CO)C(=O)c2cc(NC(=O)c3ccncc3)ccc2O1	-2	.	0	2	6	0	0	-1
CCCCCOC(=O)c1[nH]c2c(c1C)C(=O)C(C(=O)OC)C(C)C2 (centres undefined)	.	.	-3	-8	?	.	.	-32
Cc1cc(N/C=C(\C#N)S(=O)(=O)c2ccc(Cl)cc2)nc(C)n1	-14	0.6	.	.	-6	-1	5	-22
COc1ccccc1-c1ccccc1[C@@H]1[C@@H](C#N)N(C(=O)C2CCC2)[C@@H]1CO	-15	-0.1	.	.	.	1	8	.
CCN(CC)CCC(c1ccc2c(c1)OCO2)c1c(O)cc(OC)cc1OC (centres undefined)	.	0.1	-4	3	0	.	.	6
COc1ccc(Cc2c(C(C)(C)C)nc3ccc(Cl)cn23)c(C)c1	-42	.	1	1	-1	1	-7	.
Cc1ccc(S(=O)(=O)Nc2ccc3c(c2)C(=O)N([C@H](C)CO)C[C@H](C)[C@H](CN(C)C(=O)Nc2cccc4ccccc24)O3)cc1	-4	0.0	-2	3	0	6	2	-3
CCOC(=O)C1=CCN(S(=O)(=O)c2ccccc2C)C1c1ccc(Cl)c(Cl)c1 (centres undefined)	9	-0.2	4	-2	-5	-2	1	.
CCCNC(=O)C[C@@H]1CC[C@H]2[C@@H](COC[C@H](O)CN2C(=O)Nc2cccc(Cl)c2)O1	3	0.0	0	-3	3	2	-8	0
O=C(C[C@H]1CC[C@H]2[C@@H](COC[C@H](O)CN2Cc2ccc(Cl)cc2)O1)Nc1nccs1	12	0.0	-2	-5	4	-3	-2	5
CCC1CN(C(=O)NCc2ccccc2)c2ccccc2O1 (centres undefined)	-2	0.3	6	0	-3	1	9	1
O=C(C[C@H]1CC[C@H](NC(=O)Nc2ccccc2)[C@H](CO)O1)NCc1cccc(F)c1	0	0.1	-3	9	4	4	0	3
O=S(=O)(c1cccc2nsnc12)N1CCN(c2ccc(F)cc2)CC1	-8	-0.9	0	7	-5	-1	-10	-9
CC(=O)NC1(c2ccccc2)CCN(c2nc(C)cc(C)n2)CC1	.	.	0	-5	1	.	.	-3
Cc1nc2ccccc2nc(C)c1=NOCc1ccccc1Cl	6	-0.1	.	.	.	1	10	-1
